Bioassay records deposited in PubChem by National Center for Advancing Translational Sciences (NCATS).
BRCA1 expr act – qHTS Assay to Identify Small Molecule Activators of BRCA1 Expression; MCF7-BRCA1-FFLuc reporter, luminescence, 48 h; response scale: scaled: vehicle 0%, 10 µM genistein 100%; Potency, µM (titrated, usually from 46.1 µM), inactives show top-dose activation, most hits filed as activators; hit rate 1.1% among 380,000; AID 624202, 2012; note: potency is the fitted concentration of half-maximal effect; nearly all actives have a fitted effect of over 80% in size; some results filed as inactive show a strong effect at the top dose
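Luminescence from a BRCA1-driven firefly luciferase in MCF7 cells was read after 48 h compound exposure at 37 C. Data normalized against DMSO and a 10microM genistein activation control, then curve-fitted across the titration.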
Tb PFK block – qHTS Assay to Find Inhibitors of T. brucei phosphofructokinase. hit rate 0.17% among 330,000. Potency, µM (titrated, usually from 57.5 µM), without a hit: at the top dose activity, negative = inhibition, hits mostly inhibitors. AID 485367, 2010. ATP-dependent 6-phosphofructokinase (Trypanosoma brucei brucei), O15648. T. brucei PFK, ADP-Glo luminescence;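 note: potency is the fitted concentration of half-maximal effect; 0% = uninhibited 1x PFK enzyme wells and -100% = no-enzyme wells; nearly all actives have a fitted effect of over 60% in size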
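ADP-Glo luminescence quantified ADP after 45 min at room temperature, with 1.25 nM T. brucei PFK, 0.1 mM ATP and 0.5 mM fructose-6-phosphate in pH 8.0 TEA buffer. qHTS titrations up to 57 µM; curves classified by quality.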
VP16 counter – VP16 counterscreen qHTS for inhibitors of ROR gamma transcriptional activity | Drosophila S2 Gal4-VP16 UAS-luciferase, luminescence, 20 h | Potency, µM (doses to about 53.6 µM), inactives show at the highest dose activity, negative = inhibition, usual class: inhibitors | hit rate 3.5% among 310,000;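 note: Gal4-VP16 expression switched on by copper sulfate through the metallothionein promoter; potency is the fitted concentration of half-maximal effect; % is set by controls: 0 for no effect and ±100 for the full control effect; nearly all actives have a fitted effect of over 50% in size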
p53 reactivator – qHTS assay for re-activators of p53 using a Luc reporter. H1299 p53-A138V BP100-luciferase reporter, luminescence, 24 h. Potency, µM (highest dose often 92.2 µM), inactives show at the top dose activity change, positive = activation, hits mostly activators. hit rate 0.063% among 320,000. AID 504706, 2011; note: potency is the fitted concentration of half-maximal effect; % of control where 0% means no effect; nearly all actives have a fitted effect of over 45% in size
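p53-null H1299 cells stably carrying temperature-sensitive p53-A138V and a BP100-luciferase reporter were pinned with compounds (4-point, 1:5 series) and held 24 hrs at 37 deg C. Luminescence was read 10 min after detection reagent.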
RORgamma inh – qHTS for inhibitors of ROR gamma transcriptional activity; Nuclear receptor ROR-gamma (Mus musculus), P51450; Drosophila S2 Gal4-RORgamma UAS-luciferase reporter, 20 h; Potency, µM (titrated, usually from 53.6 µM), for the others: at the top dose activity change, negative = inhibition, actives largely listed as inhibitors; hit rate 5.4% among 310,000; note: potency is the fitted concentration of half-maximal effect; % is set by controls: 0 for no effect and ±100 for the full control effect; nearly all actives have a fitted effect of over 60% in size
Target sequence (P51450 whole entry, looked up, the tested form may be a part): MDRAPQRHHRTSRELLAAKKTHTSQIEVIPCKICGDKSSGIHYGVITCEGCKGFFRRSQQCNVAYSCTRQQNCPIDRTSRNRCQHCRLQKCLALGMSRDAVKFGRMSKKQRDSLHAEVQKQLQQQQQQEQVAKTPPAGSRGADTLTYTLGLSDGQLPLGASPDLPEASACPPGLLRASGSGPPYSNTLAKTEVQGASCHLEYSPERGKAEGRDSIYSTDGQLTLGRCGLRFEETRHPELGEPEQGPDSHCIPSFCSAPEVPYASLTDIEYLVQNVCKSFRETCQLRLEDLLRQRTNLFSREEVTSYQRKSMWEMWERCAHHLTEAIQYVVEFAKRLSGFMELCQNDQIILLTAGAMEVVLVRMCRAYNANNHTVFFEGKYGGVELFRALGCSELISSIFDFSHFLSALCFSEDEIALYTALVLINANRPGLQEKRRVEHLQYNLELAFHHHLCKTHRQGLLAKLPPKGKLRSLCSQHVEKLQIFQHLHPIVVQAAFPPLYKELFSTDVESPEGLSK
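A Gal4/UAS one-hybrid system in insect cells: metallothionein-promoter Gal4–ROR gamma fusion plus Photinus luciferase reporter. Copper sulfate 700 uM final, 20 hr ambient incubation, luminescent detection after 10 min with reagent.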
NPC1 prom act – qHTS Assay for NPC1 Promoter Activators. Huh7 NPC1 promoter luciferase reporter, 24 h. Potency, µM (titrated, usually from 9.22 µM), inactives show at the top dose activation, usual class: activators. hit rate 2.4% among 320,000;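 note: potency is the fitted concentration of half-maximal effect; % of control where 0% means no effect; nearly all actives have a fitted effect of over 60% in size; reporter is driven by a mutant NPC1 promoter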
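Luminescence from an NPC1 promoter-driven luciferase reporter in stably transfected Huh7 cells was measured after 24 h compound treatment at 37 °C, followed by 10 min ambient incubation with luciferase detection reagent.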
ELG1 genotoxic – qHTS screen for small molecules that induce genotoxicity in human embryonic kidney (HEK293T) cells expressing luciferase-tagged ELG1. HEK293T ELG1-luciferase reporter, luminescence, 16 h. Potency, µM (series often up to 46 µM), for inactives: top-dose activity change, positive = activation, usual class: activators. hit rate 1.3% among 330,000. AID 504466, 2011; note: potency is the fitted concentration of half-maximal effect; % of control where 0% means no effect; nearly all actives have a fitted effect of over 60% in size
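After overnight (16 hr) compound treatment at 37 °C, ELG1-luciferase HEK293T cells were lysed with ONE-Glo; luminescence quantified 30 min later at room temperature.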
TRPV1 agonist – HTS Assay for Compounds that Act as Agonists of the Vanilloid Receptor 1; Transient receptor potential cation channel subfamily V member 1 (Homo sapiens), Q8NER1; TRPV1-expressing cells, Fluo-8 calcium influx, agonist mode; activation, % at 8.33 µM; hit rate 0.19% among 320,000; in the data active = activation above about 80%; inconclusive = between about 30% and that limit; note: 0% is about no effect
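Cells expressing TRPV1 were dye-loaded with Fluo-8 and read kinetically: 10 s baseline, 3 min after compound (agonist portion), then 2 min after EC20 capsaicin (allosteric enhancer portion). Calcium-bound dye fluorescence at 480/520 nm.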
ELG1 DNA repair – qHTS screen for small molecules that inhibit ELG1-dependent DNA repair in human embryonic kidney (HEK293T) cells expressing luciferase-tagged ELG1; AID 504467, 2011; hit rate 2.3% among 330,000; HEK293T ELG1-luciferase reporter, luminescence, 16 h; DNA damage induced by 5-fluorouridine; Potency, µM (doses to about 46.1 µM), for inactives: at the top dose activity change, negative = inhibition, most hits filed as inhibitors; note: potency is the fitted concentration of half-maximal effect; % is set by controls: 0 for no effect and ±100 for the full control effect; nearly all actives have a fitted effect of over 55% in size
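In this reporter screen, reduction of luminescence relative to DMSO vehicle indicated activity. Compounds and 5-fluorouridine were added together to 2,000 cells per well, incubated for 16 hr at 37 °C, then developed with ONE-Glo.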
Rab9 prom act – qHTS Assay for Rab9 Promoter Activators; Potency, µM (titrated, usually from 9.22 µM), inactives show top-dose activation, negative = inhibition, hits mostly activators; hit rate 2.8% among 320,000; Huh7 Rab9 promoter-luciferase reporter, luminescence, 24 h; note: potency is the fitted concentration of half-maximal effect; % of control where 0% means no effect; nearly all actives have a fitted effect of over 60% in size
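Rab9 promoter-driven luciferase in stably transfected Huh7 cells; 1500 cells/well rested 2 h, exposed to compound in DMSO for 24 h at 37 °C, 5% CO2. Luminescence read 10 min after adding luciferase reagent at ambient temperature.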
FLuc modulator – qHTS profiling assay for firefly luciferase inhibitor/activator using purifed enzyme and Km concentrations of substrates (counterscreen for miR-21 project) | Luciferin 4-monooxygenase (Photinus pyralis), P08659 | purified FLuc, Km substrates, luminescence inhibition | Potency, µM (highest dose often 57.5 µM), for the others: top-dose activity change, negative = inhibition, actives largely listed as inhibitors | hit rate 6.9% among 360,000 | AID 588342, 2011;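 note: potency is the fitted concentration of half-maximal effect; plate controls were vehicle for no effect and reference inhibitor for full effect; nearly all actives have a fitted effect of over 55% in size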
Target sequence (P08659 whole entry, looked up): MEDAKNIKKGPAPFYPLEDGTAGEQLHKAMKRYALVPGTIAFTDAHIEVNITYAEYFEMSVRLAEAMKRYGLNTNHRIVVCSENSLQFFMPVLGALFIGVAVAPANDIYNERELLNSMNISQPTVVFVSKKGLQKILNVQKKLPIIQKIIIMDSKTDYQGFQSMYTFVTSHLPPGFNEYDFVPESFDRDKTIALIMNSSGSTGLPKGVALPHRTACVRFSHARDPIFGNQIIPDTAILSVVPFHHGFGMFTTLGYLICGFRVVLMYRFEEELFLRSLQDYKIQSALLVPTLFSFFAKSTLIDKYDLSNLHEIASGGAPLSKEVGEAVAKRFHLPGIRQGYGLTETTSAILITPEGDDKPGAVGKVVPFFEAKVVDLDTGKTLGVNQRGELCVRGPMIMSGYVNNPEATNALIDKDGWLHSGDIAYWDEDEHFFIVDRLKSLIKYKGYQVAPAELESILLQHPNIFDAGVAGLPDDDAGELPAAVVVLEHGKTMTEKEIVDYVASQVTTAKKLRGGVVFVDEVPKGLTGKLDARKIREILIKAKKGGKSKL
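Purified P. pyralis luciferase (10nM final) with 10uM D-luciferin and 10uM ATP (Km levels) in 50mM Tris acetate pH 7.5, 10mM Mg acetate, 0.01% Tween-20, 0.05% BSA; qHTS 6-point titration, ~60 µM downward; luminescence read.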
Numbers without * were called inactive; ? = inconclusive; / = no result given; & = joins results of further samples; [ ] = dose if it differs, or a comment. Unless noted, calls come from the whole dose curve; as a rule, active = well fitted curve in the direction sought with a large enough effect; inconclusive = small, poorly fitted or top-dose-only effect, or another doubt; inactive = no such curve, though single readings can be large; an effect the other way counts as inactive or inconclusive.

SMILES	BRCA1 expr act	Tb PFK block	VP16 counter	p53 reactivator	RORgamma inh	NPC1 prom act	ELG1 genotoxic	TRPV1 agonist	ELG1 DNA repair	Rab9 prom act	FLuc modulator
COC(=O)c1ccc(C2Nc3ccc(/C(C)=N/NC(=O)C(OC)c4ccccc4)cc3C3C=CCC32)cc1 (centres undefined)	8%	0%	-1%	-1%	-14%	-5%	0%	1	-12%	-10%	-14%
Cc1ncc(S(=O)(=O)C(C)(C)C)c(N)n1	-8%	-3%	-7%	-1%	1%	-4%	-1%	0	-4%	-4%	0%
CCCn1c(NC(=S)Nc2ccccc2)nc2ccccc21	-86%	0%	1.1µM*	?	1µM*	-2%	?	2	?	-4%	?
CCn1cc(C(=O)N2CCc3ccccc3C2)c(=O)c2cc(S(=O)(=O)N3CCCCC3)ccc21	/	-1%	-3%	-17%	38%	-2%	0%	4	-19%	-2%	2%
CCCC(=O)Nc1ccc(-c2cn3cccnc3n2)cc1	75%	4%	16%	11%	0%	28%	13%	0	?	?	17µM*
Clc1cccc(-c2nnc(-c3ccccc3)o2)c1	-17%	0%	?	/	-38%	1.4µM*	1.2µM*	-1	?	0.89µM*	1.5µM*
CNC(=O)COC(=O)c1cc(NC(=O)c2ccco2)c(OC)c(OC)c1	15%	-5%	-4%	18%	20%	-3%	-1%	2	-23%	-4%	-2%
C=CCNC(=S)Nc1cccc2ccccc12	-4%	3%	-10%	-6%	24%	-1%	0%	-2	0%	-4%	5%
CCCOc1ccc(C(CC(=O)O)NC(=O)CC(c2ccccc2)c2ccccc2)cc1 (centres undefined)	-9%	-16%	1%	6%	7%	3%	1%	-4	?	3%	?
COc1ccc(NC(=O)C2CCCN(C(=O)NC3CCCCC3)C2)cc1OC (centres undefined)	0%	7%	-3%	-10%	-1%	10%	-7%	1	?	-1%	-7%
CCN(C[C@H]1N[C@@](C)(C(=O)OC)[C@H]2C(=O)N(C)C(=O)[C@@H]12)C(=O)c1ccc(C(C)(C)C)cc1	1%	6%	/	-1%	/	/	0%	/	19%	/	/
C=CCc1cc(Cl)ccc1OCCCNCCO	-10%	-5%	-6%	-4%	-21%	-1%	2%	1	9%	-15%	0%
N#Cc1cnn(Cc2ccc(Cl)cc2)c1N	1%	-12%	-5%	-1%	-21%	-3%	-1%	1	20%	-8%	5%
CN(C)S(=O)(=O)c1ccc(C(=O)OCCn2cnc3c2c(=O)n(C)c(=O)n3C)cc1	-5%	-2%	-1%	2%	15%	-12%	-11%	0	?	-3%	3%
COc1ccc(C)cc1N(C(=O)CNC(=O)c1ccco1)C(C(=O)NC1CCCC1)c1cccnc1 (centres undefined)	7%	-6%	16%	-1%	9%	5%	-1%	-2	-13%	?	1%
Cc1ccccc1N1CCN(C2CCCN(C(=O)c3ccnn3C)C2)CC1 (centres undefined)	1%	-2%	3%	-2%	2%	-2%	-5%	-5	2%	-1%	0%
COc1ccccc1/C=C/C(=O)OCC(=O)NCCC1=CCCCC1	-19%	1%	-23%	2%	-4%	6%	-5%	-3	-9%	2%	-16%
COc1ccc(-c2cc(C(F)F)n3ncc(C(=O)NCC4CCCO4)c3n2)cc1 (centres undefined)	-10%	-9%	-8%	0%	4%	-1%	-13%	24	2.1µM*	-1%	8%
CC1(C)N=C(N)NC(Nc2ccccc2Cl)=N1	0%	-4%	-2%	-3%	15%	-2%	1%	0	13%	1%	-1%
Cc1cc(C)c(S(=O)(=O)Nc2ccc(O)c(Sc3ncn[nH]3)c2)c(C)c1	-14%	-1%	-16%	-9%	4%	-2%	-4%	2	-4%	-1%	2%
NC(=O)CSc1n[nH]c(-c2ccco2)n1	-3%	-6%	3%	-2%	-7%	-4%	1%	0	7%	-2%	-2%
Cc1ccc(NC(=O)COc2cccc(-n3cnnn3)c2)cc1[N+](=O)[O-]	-26%	16%	15%	-11%	32%	4%	-10%	-3	?	0%	2%
Cn1nccc1C(=O)NC(=S)Nc1sc2c(c1C#N)CCCCC2	40%	3%	3%	?	-35%	?	14%	1	?	?	3.8µM*
Cc1cc(=O)[nH]c(SCC(=O)NC2CCCCC2)n1	0%	-1%	6%	-1%	8%	-1%	-5%	-3	14%	4%	0%
CC(=O)NC12CC3CC(C1)CC(C(=O)N(C)CC(=O)Nc1ccccc1Cl)(C3)C2	0%	8%	/	4%	/	0%	0%	-3	0%	2%	2%
CCc1ccccc1NC(=O)CSC1=C(C#N)C(c2ccc(O)c(OC)c2)C2=C(CCCC2=O)N1 (centres undefined)	-32%	-2%	-1%	-14%	?	1%	-4%	-1	-29%	0%	0%
COc1ccccc1NC(=O)COC(=O)c1ccccc1SCC(=O)N1CCCC1	-16%	-1%	/	6%	/	3%	3%	6	11%	-1%	-1%
C/C(=N\N=C(/N)SC1CC(=O)N(c2ccc(Br)cc2)C1=O)c1cccs1 (centres undefined)	-9%	1%	-26%	-5%	-20%	-1%	-3%	20	12%	1%	?
Cc1cc(C)c(C)c(S(=O)(=O)N2CCN(CC(=O)NC(=O)NCc3ccccc3)CC2)c1C	-43%	-3%	-4%	-3%	?	-5%	2%	3	?	-7%	0%
c1ccc(-n2cnc3cc(NCc4ccncc4)ccc32)cc1	68%	4%	?	5%	?	22%	1%	-17	?	?	24µM*
CCN(CC)CCNC(=O)c1cn(CC)c2ccc(S(=O)(=O)N3CCOCC3)cc2c1=O	0%&12%	2%	-4%	4%	-8%	1%	1%	2	9%	1%	2%&0%
Cc1cc(C(=O)NNC(=O)Cc2ccc(Cl)c(Cl)c2)c(C)o1	-10%	27µM*	/	-2%	/	0%	-1%	4	-3%	-9%	-2%
COCCCn1c(C)cc(C(=O)COC(=O)C23CC4CC(CC(O)(C4)C2)C3)c1C	?	0%	/	?	/	?	?	2	?	0.63µM*	?
COC(=O)CN1C(=O)[C@H]2[C@@H](/C=C/c3ccccc3)N3C(=O)CN(Cc4ccc(-c5ccccc5)cc4)C(=O)[C@@]3(C)[C@H]2C1=O	-17%	7%	/	-2%	/	/	0%	/	-11%	/	/
Cc1cccc(NC(=S)N2CCCC(c3nc4ccccc4[nH]3)C2)c1 (centres undefined)	-7%	-5%	5%[10 µM]	2%	?	-2%	1%	10	-6%	-6%	-5%
CCOC(=O)/C(C#N)=C(/C)c1ccc(OC)cc1	13%	-1%	11%	15%	22%	-1%	11%	-3	3%	2%	-14%
CCCC(=O)c1c(NC)cc(C)oc1=O	3%	0%	-5%	2%	3%	0%	-1%	0	14%	-5%	0%
COc1cccc(/C=N/n2c(SC)nnc2-c2ccccc2)c1OC	-25%	-3%	-6%	-22%	-18%	5%	-7%	28	?	8%	-1%
Cc1ccc(C(=O)NNC(=O)c2ccc(-n3cncn3)c([N+](=O)[O-])c2)cc1	-14%	-7%	/	2%	/	-4%	4%	2	14%	-2%	2%
CC(C)(C)c1ccc(S(=O)(=O)N2CCc3nc4ccccc4c(C(=O)O)c3C2)cc1	5%	-14%	-2%	-1%	0%	-3%	-2%	0	-6%	-1%	-1%
Cc1nccc(-c2ccc3c(c2)OCO3)n1	34%	-2%	?	-1%	25%	0%	7%	-1	-5%	3%	-1%
COc1ccc(NC(=O)Nc2cccnc2)cc1	?	-14%	5%[10 µM]	12%	-13%	24%	23%	6	?	25%	17µM*
CC(C)(C)OC(=O)N1CCCC1C(=O)O (centres undefined)	1%	-3%	1%[0.365 µM]	7%	26%	-3%	-1%	-4	?	1%	-1%

As entered above:
For NPC1 prom act, Cc1ccc(NC(=O)COc2cccc(-n3cnnn3)c2)cc1[N+](=O)[O-] has 4%
For p53 reactivator, COC(=O)CN1C(=O)[C@H]2[C@@H](/C=C/c3ccccc3)N3C(=O)CN(Cc4ccc(-c5ccccc5)cc4)C(=O)[C@@]3(C)[C@H]2C1=O has -2%
